High-throughput results from PubChem BioAssay.
AGP1-GFP MLPCN: modulators of AGP1-GFP expression in yeast TOR pathway, primary screen, cell-based, multiplex flow cytometry, S. cerevisiae, MLPCN library; AID 2066, 2009; 320,000 compounds, 0.02% hits; 3 h; GFP as percent of DMSO wells; GFP response vs DMSO, % at 10 µM;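 active means GFP response relative to DMSO above a set limit, near screen average plus 3 SD, cut at about 150% in these data; inconclusive means fewer than 70 cells counted for the yeast strain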;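 further: median GFP channel fluorescence of the gated AGP1 strain per well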
Fam108B inh: mouse Fam108B serine hydrolase inhibitors, primary screen, counter-screen for RBBP9 inhibitor project, biochemical, fluorescence polarization | 300,000 compounds, 0.33% hits | recombinant Fam108B, FP-Rh probe fluorescence polarization | inhibition, % at 9.51 µM | AID 1947, 2009;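 active means inhibition above the screen mean inhibition plus 3 SD, computed separately per campaign, cut at about 18% in these data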;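 further: inhibitors lower polarization as less probe binds the enzyme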
GRK2 aptamer HTS: compounds blocking aptamer binding on GRK2 – biochemical, human GRK2, bead flow cytometry, HTS, primary screen. Beta-adrenergic receptor kinase 1 (Homo sapiens), P25098. FAM-aptamer displacement from GRK2. inhibition of aptamer binding, % at 10 µM. 330,000 compounds, 0.59% hits;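 active means inhibition of aptamer binding above 40%, roughly 3 SD of noise, on plates passing a quality check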;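 further: median bead fluorescence of bound FAM aptamer so fluorescent compounds give negative values; no value below 0 was filed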
MCL1 BIM primary: inhibitors of MCL1 binding to BIM-BH3, primary screen, biochemical, fluorescence polarization; Induced myeloid leukemia cell differentiation protein Mcl-1 (Homo sapiens), Q07820; 320,000 compounds, 0.68% hits; GST-MCL1 / FITC-Bim-BH3 fluorescence polarization; AID 2057, 2009; inhibition, % at 10.9 µM;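 active means inhibition above the mean inhibition of all tested compounds plus 3 SD, set per campaign, cut at about 40% in these data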;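 further: 0% = DMSO wells and 100% = unlabeled Bim-BH3 peptide control; higher means more loss of mP so more displacement of Bim peptide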
Bcl-xL primary: inhibitors of human Bcl-xL, primary screen, biochemical, fluorescence polarization, HTS; Bcl-2-like protein 1 (Homo sapiens), Q07817; GST-Bcl-xL / FITC-Bim BH3 peptide fluorescence polarization; inhibition, % at 10.9 µM; 320,000 compounds, 0.7% hits; AID 2129, 2009;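 active means inhibition above the mean of all tested compounds plus 3 SD, cutoff set per campaign, cut at about 30% in these data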;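 further: 0% = DMSO wells and 100% = unlabeled Bim-BH3 peptide competitor; inhibitors lower millipolarization by displacing the labeled peptide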
VLA-4 inh: inhibition in human VLA-4 binding assay, primary screen, VLA-4 allosteric modulator project, MLPCN library, flow cytometry, VLA-4 expressing cells; ligand binding flow cytometry; inhibition, % (about 7 µM as worked out from the volumes in the protocol); 330,000 compounds, 0.2% hits; AID 2557, 2010; in the data active means inhibition above about 50%
Target sequence (P13612 whole entry, looked up): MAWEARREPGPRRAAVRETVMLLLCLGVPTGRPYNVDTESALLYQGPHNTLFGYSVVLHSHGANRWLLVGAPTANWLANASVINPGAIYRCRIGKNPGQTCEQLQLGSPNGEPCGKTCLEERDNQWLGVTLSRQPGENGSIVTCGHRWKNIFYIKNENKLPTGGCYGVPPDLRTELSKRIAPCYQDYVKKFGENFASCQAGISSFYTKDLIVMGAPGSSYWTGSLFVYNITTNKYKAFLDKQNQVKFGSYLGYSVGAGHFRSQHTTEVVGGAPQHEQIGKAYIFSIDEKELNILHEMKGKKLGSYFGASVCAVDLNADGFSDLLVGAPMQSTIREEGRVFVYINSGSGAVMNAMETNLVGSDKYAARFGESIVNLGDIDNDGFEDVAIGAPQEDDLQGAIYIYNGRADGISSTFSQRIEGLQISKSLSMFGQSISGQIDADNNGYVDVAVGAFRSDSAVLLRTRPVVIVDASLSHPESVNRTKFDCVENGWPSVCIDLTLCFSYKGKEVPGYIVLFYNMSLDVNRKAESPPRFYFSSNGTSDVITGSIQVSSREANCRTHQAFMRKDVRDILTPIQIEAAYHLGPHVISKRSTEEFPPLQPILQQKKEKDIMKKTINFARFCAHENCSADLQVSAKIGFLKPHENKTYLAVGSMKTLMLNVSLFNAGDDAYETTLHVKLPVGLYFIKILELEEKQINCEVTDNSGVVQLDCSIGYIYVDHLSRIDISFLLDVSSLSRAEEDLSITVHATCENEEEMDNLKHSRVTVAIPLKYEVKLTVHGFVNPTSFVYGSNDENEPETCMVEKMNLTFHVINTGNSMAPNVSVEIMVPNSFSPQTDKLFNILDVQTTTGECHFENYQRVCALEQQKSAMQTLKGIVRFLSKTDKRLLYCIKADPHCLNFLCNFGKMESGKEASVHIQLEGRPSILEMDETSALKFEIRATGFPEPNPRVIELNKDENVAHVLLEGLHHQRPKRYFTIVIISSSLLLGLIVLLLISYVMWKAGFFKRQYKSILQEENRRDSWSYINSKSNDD
CIT2-GFP yeast: modulators of CIT2-GFP expression in yeast, primary screen, S. cerevisiae, GFP fusion, multiplex flow cytometry, MLPCN library. S. cerevisiae CIT2-GFP strain, 3 h; 100 means same as DMSO wells. GFP response vs DMSO, % at 10 µM. 320,000 compounds, 0.065% hits. AID 2029, 2009;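 active means GFP response relative to DMSO above a set limit, near the screen mean plus 3 SD, cut at about 150% in these data; inconclusive means Fewer than 70 cells measured for a yeast strain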;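 further: ratio of well median GFP fluorescence to mean of DMSO wells on the plate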
MEX-5 binding: MEX-5 zinc finger RNA-binding disruptors – biochemical, C. elegans, fluorescence polarization, MLPCN library, primary screen. Zinc finger protein mex-5 (Caenorhabditis elegans), Q9XUB2. MEX-5/FITC-TCR2 RNA binding; hits give low values. activity score (negative = inhibition of binding), % at 10 µM. 300,000 compounds, 0.38% hits;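 active means inhibition past about -25% in most replicates, and total fluorescence under double the plate's negative control median, limit read from the data; inconclusive means replicates evenly split on the limit, or fluorescence at least double controls; inactive means too little inhibition in most replicates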;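 further: 0% = DMSO and -100% = 5 µM competing unlabeled TCR2 RNA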
GLD-1 TGE inh: GLD-1/TGE RNA complex disruptors, primary screen, biochemical, fluorescence polarization | Female germline-specific tumor suppressor gld-1 (Caenorhabditis elegans), Q17339 | purified GLD-1 + fluorescein TGE RNA | inhibition, % at 5.96 µM | 320,000 compounds, 0.44% hits;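 active means percent inhibition above a per-plate cutoff, the plate mean of test compounds plus 3 SD, cut at about 30% in these data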;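 further: 0% = DMSO wells with GLD-1 and probe and 100% = wells lacking GLD-1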
* hit, by the source's call; ? = inconclusive; . = no result given; [ ] = remark or other dose.

SMILES	AGP1-GFP MLPCN	Fam108B inh	GRK2 aptamer HTS	MCL1 BIM primary	Bcl-xL primary	VLA-4 inh	CIT2-GFP yeast	MEX-5 binding	GLD-1 TGE inh
S=C(NCC1CCCO1)N1CCN(c2nc(-c3ccc(Cl)cc3)cs2)CC1 (centres undefined)	?	2	3	-1	-6	-9	91[may fluoresce red]	0.5	-2
CCOC(=O)NC(NCC(O)c1ccccc1)(C(F)(F)F)C(F)(F)F (centres undefined)	102	-1	6	-5	-1	24	105	0.3	2
Cc1ccc(C(=O)C2COC(=O)C2)cc1 (centres undefined)	103	3	0	6	4	-1	103	-2.1	4
NC(=O)C1(N2CCCCC2)CCN(C(=O)NC2CCCCC2)CC1	108	5	2	7	3	11	103	0.8	-2
Cn1ncc(Cl)c1C(=O)Nc1ccc2c(c1)OCO2	101	0	0	2	-4	-7	90	-1.1	-4
O=C(NC1CC1)c1ccc(-c2ccccc2)cc1	96	34*	0	-3	2	-1	92	0.3	2
Cc1cc(C(=O)N2CCCC(N3CCN(c4cccc(C(F)(F)F)c4)CC3)C2)c(C)o1 (centres undefined)	98	-3	0	1	4	1	105	0.3	2
Nc1cc(-c2ccccc2)ccc1O	90	4	0	6	4	-20	87	2.0	-5
CCc1sc(C(=O)NCc2ccco2)cc1C	88	-1	1	-12	-6	-10	89	0.9	3
CCCN1CCC(=O)N([C@H](COc2ccccc2)Cc2ccccc2)CC1	66	-1	0	0	0	2	66	-1.7	-2
CCOCCCn1c(SCC(=O)NCc2ccco2)nc2c(sc3ccccc32)c1=O	107	-4	1	17	5	8	117	0.6	5
C=CCN1CC(=O)N2C(c3ccccc3)c3[nH]c4ccccc4c3C[C@H]2C1=O (some centres undefined)	98	.	0	.	.	9	95	0.8	.
N#CCNc1ccc([N+](=O)[O-])cc1C#N	85	-2	0	-4	1	6	84	1.3	-4
CN(C(=O)COC(=O)/C=C/c1ccc2ccccc2n1)c1c(N)n(Cc2ccccc2)c(=O)[nH]c1=O	108	.	0	-3	5	8	99	.	5
COc1ccc(OC)c(CN2C(=O)c3ccccc3C2C(=O)NCc2cccnc2)c1 (centres undefined)	104	1	2	4	-1	-14	99	-0.7	8
CN(CC(=O)Nn1cnnc1)S(=O)(=O)c1ccc(Br)cc1	103	-2	1	-7	-1	-9	103	1.8	6
CC(C)(C)C(=O)NC(c1ccccc1)c1c(O)ccc2ccccc12 (centres undefined)	107	2	0	-4	0	-7	98	3.7	-4
CCc1nnc(NC(=O)C2CCCCC2)s1	104	-4	1	5	4	-4	105	-0.6	3
CC(=O)OCC1OC(Sc2cccc3cccnc23)C(OC(C)=O)C(OC(C)=O)C1OC(C)=O (centres undefined)	97	3	0	7	2	-4	96	-1.5	6
CCOC(=O)C(NC(=O)CC)(Nc1cc(C)on1)C(F)(F)F (centres undefined)	107	4	0	-1	4	-3	111	0.3	0
C=C(C)[C@@H]1CC=C(CN2CCC(N3CCC(C(=O)N4CCCC4)CC3)CC2)CC1	96	-3	0	4	7	10	94	-0.7	1
S=c1[nH]nc(-c2ccc(Br)o2)n1Cc1ccccc1	112	-2	0	-23	-16	4	118	-0.3	6
CC1CCN(c2ccc3c(c2)S(=O)(=O)c2cccc(C(=O)O)c2C3=O)CC1	93	.	0	.	.	5	90	.	-18
O=C(CSc1nnnn1Cc1ccccc1)NCCc1ccccc1	112	2	0	1	-4	-1	114	1.5	9
COc1ccc([N+](=O)[O-])cc1NC(=O)/C=C/C(=O)O	96	2	0	8	4	10	94	0.7	0
O=C(CNC(=O)c1nc[nH]c1C(=O)NCC(=O)OCc1ccccc1)OCc1ccccc1	99	-2	0	-8	-2	6	95	5.8	2
Cc1cc2c3ccccc3ncn2n1	102	-4	0	0	1	10	106	0.7	-2
CCOc1ccc(N(CC(=O)N2CCN(Cc3ccccc3)CC2)S(C)(=O)=O)cc1	93	4	4	0	-1	3	101	5.0	-7
CCOc1ccc(N(CC)C(=O)Cc2c(C(=O)O)n(C)c3ccccc23)cc1	83	4	3	1	4	1	89	4.1	0
CCN(C(=O)COc1ccc(F)cc1Br)c1c(N)n(Cc2ccccc2)c(=O)[nH]c1=O	99	.	0	2	6	15	89	.	1
CC/C(CC(C)(C)c1ccccc1)=N\O	106	7	0	4	3	-4	102	0.6	4
O=C(O)CS(=O)(=O)CC(=O)O	99	2	0	-3	6	0	101	0.9	-3
CCn1cc(C(=O)N2CCN(c3ccccn3)CC2)c2cc(OC)c(OC)cc2c1=O	98	-2	0	5	5	7	100	.	1
Cc1ccc(C(=O)N2CCc3ccccc32)cc1NC(=O)c1ccco1	114	3	5	-2	6	-5	105	0.8	2
COc1ccc(C(=O)N(Cc2ccco2)Cc2cc3cc(C)ccc3[nH]c2=O)cc1OC	102	-2	5	5	1	3	110	0.4	3
COC(=O)c1scc(C)c1NC(=O)c1cccc(C#N)c1	89	2	4	-1	1	4	95	-3.3	-7
Cc1ccc(/C=N/NC(=O)Cn2cnc3ccccc32)o1	104	-1	2	2	8	0	106	1.3	9
O=C(O)c1ccc(CNCc2cccc(OCc3ccc(F)cc3)c2)cc1	104	8	3	-2	3	10	105	0.9	5
CCOc1ccc(C(c2c(C)n(C)n(-c3ccccc3)c2=O)c2c(C)n(C)n(-c3ccccc3)c2=O)c(O)c1	101	2	1	9	3	7	94	1.1	-2
COC(=O)c1c(NC(=O)c2ccc(C)cc2)csc1C	102	-1	0	-5	-5	-3	101	-3.2	-13
CCc1ccc(OCC(=O)NC(NC(=S)Nc2ccc(Cl)cc2)C(Cl)(Cl)Cl)cc1 (centres undefined)	86	-16	6	10	7	7	81	0.2	8
O=S(=O)(Nc1ccc(N2CCOCC2)cc1)c1ccc(F)cc1	99	0	8	-1	3	0	100	0.6	3
O=C(COC(=O)CCc1nc2ccccc2s1)NC(=O)NCc1ccco1	107	3	3	10	8	8	111	-2.9	1
CCC(C)Sc1nnc(Cc2cc(=O)[nH]c(=O)[nH]2)n1-c1ccc(OC)cc1 (centres undefined)	90	-5	0	2	4	0	92	2.0	1
COc1cccc(NC(=O)CN(C)C(=O)c2ccc3ccccc3c2)c1	104	1	6	0	2	-3	.	2.1	7
O=C(Oc1cncc(Cl)c1)c1ccco1	89	3	1	5	-3	1	102	0.2	3
Cc1ccccc1Cn1ccc(NC(=O)c2onc(C)c2Cl)n1	91	-2	0	-3	0	29	87	0.9	-9
CC(C)(C)c1ccc(C(=O)Cn2cnnc2C#N)cc1	91	1	0	-24	-10	-13	95	0.3	-6
Cc1cc(C)n2nc(SCC(=O)Nc3ccc(O)cc3)nc2n1	107	1	1	3	4	9	116	-0.2	1
CC(C)Sc1sc(C(=O)O)c(-c2ccc(Cl)cc2)c1C#N	93	-4	0	2	6	-5	99	0.2	2
O=C(/C=C/c1ccccc1[N+](=O)[O-])OCC(=O)c1ccccc1	98	4	2	5	1	4	88	4.4	7
CC(C)(C)S(=O)(=O)c1ccccc1-c1noc(-c2ccccc2)c1C(N)=O	110	0	0	-2	8	-8	107	-0.4	6
Cc1nc(N)c(C#N)c(-c2cccnc2)c1-c1ccccc1	99	7	0	4	0	-2	98	-0.4	-5
CCC(=O)N1CCc2cc(Br)cc(S(=O)(=O)NCCCN(C)Cc3ccccc3)c21	90	1	0	-1	0	-7	88	-1.2	3
Nc1nn(S(=O)(=O)c2ccccc2)cc1-c1cccc([N+](=O)[O-])c1	95	2	0	5	6	1	92	-1.6	6
Cc1ccc(S(=O)(=O)CCc2nc3ccccc3s2)cc1C	99	-5	1	-2	2	10	98	1.7	3
N#CCCN(C(=O)COC(=O)c1ccc2ccccc2n1)c1ccccc1	97	.	0	-3	-4	3	106	.	6
CCOC(=O)Cc1csc(NC(=O)CSc2nnnn2-c2ccc(F)cc2)n1	112	1	21	-1	1	2	112	2.3	5
Cc1c(C)n(C)c2ccc([N+](=O)[O-])cc12	94	-3	0	3	5	-4	85	-0.3	0
Cc1ccccc1OCC(=O)Nc1cccc(N(C)S(C)(=O)=O)c1	94	-1	1	12	4	8	101	1.5	-3
(continued)
SMILES	AGP1-GFP MLPCN	Fam108B inh	GRK2 aptamer HTS	MCL1 BIM primary	Bcl-xL primary	VLA-4 inh	CIT2-GFP yeast	MEX-5 binding	GLD-1 TGE inh
Brc1cc2c(cc1CN1CCc3ccccc3C1)OCO2	91	-2	2	0	5	-6	93	-2.7	2
O=C(CNC(=O)C1CCCCC1)OC(C(=O)c1ccccc1)c1ccccc1 (centres undefined)	98	.	2	18	1	-11	101	.	-3
CCN(CC)S(=O)(=O)c1ccc(N2CCOCC2)c(NC(=O)c2cccc(C#N)c2)c1	103	5	0	5	4	9	103	-1.4	2
CC(C)CC(=O)Nc1ccc(-c2nc3ccccc3c(=O)o2)cc1	102	8	0	12	9	3	105	-0.8	7
CCCN(CCC)CC(C)(C)NS(=O)(=O)c1ccc(Cl)cc1	96	1	1	2	-1	13	110	2.7	-1
Cc1cccn2c(=O)c3cc(C(=O)NCc4cccnc4)c(=N)n(CC4CCCO4)c3nc12 (centres undefined)	?	-1	3	17	16	11	?	-10	2
COc1cccc(C(Nc2ccccn2)c2c(NC(=O)c3ccco3)sc(C)c2C)c1 (centres undefined)	99	-1	11	1	3	13	97	0.1	7
CCOC(=O)c1ccccc1NC(=O)CSc1nnnn1C	100	-2	0	0	8	-2	98	0.6	2
CCOc1cccc(CN2CCCC(C(=O)Nc3cccc(-n4cccn4)c3)C2)c1 (centres undefined)	100	-3	0	-5	-1	9	98	2.3	3
CCc1cc[n+](/C(C(=S)Nc2cccc(C)c2)=C(/[O-])c2ccc(C)c([N+](=O)[O-])c2)cc1	103	1	1	11	3	4	104	-0.9	1
O=C(NC1CC1)C1=C[C@@H](C2CC2)C[C@@H](OCc2ccc(CO)cc2)O1	98	-4	1	-7	0	-10	108	0.0	-4
CC(=O)c1n[nH]nc1Nc1nc(C)cc(C)n1	98	0	4	7	3	-7	103	-2.3	8
COc1ccc(OCCSc2ncccn2)cc1	98	9	0	7	11	8	96	2.1	3
COc1cccc(-c2cc(C(=O)NCCCn3ccnc3)c3ccccc3n2)c1	95	-2	1	5	3	-6	103	0.6	-1
Cc1cc(NS(=O)(=O)c2ccc(N3C(=O)C4C5C=CC(C5)C4C3=O)cc2)nc(C)n1 (centres undefined)	98	2	9	-5	3	-8	88	-0.3	-1
COc1ccc(-c2cc(CCCC(=O)NCCc3ccccc3)no2)cc1	106	-2	2	4	-2	0	99	1.3	8
